PKM2 act: PKM2 (human) enzyme activation | 0.34% of 260,000 active | Potency, µM (top dose mostly 57.5 µM), for the others: at the highest dose activation, hits mostly activators | purified PKM2, Kinase-Glo ATP luminescence, activation; response scale: 0% is enzyme alone, no compound; further: potency means the concentration at half of the fitted maximal effect; on the % scale 0 is the no-effect control and ±100 the full control effect; nearly all actives have a fitted effect of over 55% in size
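ATP formation by purified human PK-M2, quantified via coupled luciferase luminescence after 1 h at room temperature with 0.1 mM ADP and 0.5 mM PEP final.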
Menin MLL FP TR: inhibitors of human menin-MLL interaction, mutant MLL peptide; AID 1768; 0.23% of 270,000 active; Potency, µM (series often up to 61.6 µM), for the others: top-dose FP activity change, negative = inhibition, actives largely listed as inhibitors; Menin + Texas Red MLL mutant peptide, fluorescence polarization; active means well fitted inhibition curve with a large enough effect in the polarisation, with a control signal flat, not every such curve was filed as active; inconclusive means small, poorly fitted or top-dose-only effect, or effect the other way, or a change in a side signal; inactive means no such curve, though single readings can be large or run the other way; the % refers to the polarisation; further: potency means the concentration at half of the fitted maximal effect; % of control where 0% means no effect; many of its hits are not listed in these tables
Target sequence (O00255 whole entry, looked up): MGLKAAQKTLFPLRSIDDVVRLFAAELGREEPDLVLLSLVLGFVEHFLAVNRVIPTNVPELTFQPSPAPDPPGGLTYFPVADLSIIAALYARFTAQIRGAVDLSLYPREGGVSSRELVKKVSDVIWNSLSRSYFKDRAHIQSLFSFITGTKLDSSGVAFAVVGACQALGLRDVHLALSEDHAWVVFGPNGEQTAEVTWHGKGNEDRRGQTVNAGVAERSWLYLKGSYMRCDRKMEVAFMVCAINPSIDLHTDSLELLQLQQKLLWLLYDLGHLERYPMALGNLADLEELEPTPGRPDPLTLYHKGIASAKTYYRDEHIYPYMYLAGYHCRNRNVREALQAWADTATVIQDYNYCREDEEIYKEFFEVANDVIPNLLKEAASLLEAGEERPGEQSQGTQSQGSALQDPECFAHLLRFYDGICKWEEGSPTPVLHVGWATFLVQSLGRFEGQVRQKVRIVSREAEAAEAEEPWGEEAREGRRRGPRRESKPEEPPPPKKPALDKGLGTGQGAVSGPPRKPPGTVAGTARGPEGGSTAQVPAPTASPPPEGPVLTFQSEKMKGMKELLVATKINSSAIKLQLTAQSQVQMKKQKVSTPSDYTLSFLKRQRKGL
MBNL1 CUG block: blocks human MBNL1 binding to CUG repeat RNA | Q9NR56 | Potency, µM (series often up to 57.5 µM), inactives show top-dose activity change, negative = inhibition, hits mostly inhibitors | TR-FRET MBNL1-His/biotin-(CUG)12 binding, 665/545 ratio | 0.036% of 280,000 active; active means well fitted inhibition curve with a large enough effect in the signal ratio, with a control signal flat, not every such curve was filed as active; inconclusive means small, poorly fitted or top-dose-only effect, or effect the other way, or a change in a side signal; inactive means no such curve, though single readings can be large or run the other way; the % refers to the signal ratio; further: potency means the concentration at half of the fitted maximal effect; on the % scale 0 is the no-effect control and ±100 the full control effect
Target sequence (Q9NR56 whole entry, looked up): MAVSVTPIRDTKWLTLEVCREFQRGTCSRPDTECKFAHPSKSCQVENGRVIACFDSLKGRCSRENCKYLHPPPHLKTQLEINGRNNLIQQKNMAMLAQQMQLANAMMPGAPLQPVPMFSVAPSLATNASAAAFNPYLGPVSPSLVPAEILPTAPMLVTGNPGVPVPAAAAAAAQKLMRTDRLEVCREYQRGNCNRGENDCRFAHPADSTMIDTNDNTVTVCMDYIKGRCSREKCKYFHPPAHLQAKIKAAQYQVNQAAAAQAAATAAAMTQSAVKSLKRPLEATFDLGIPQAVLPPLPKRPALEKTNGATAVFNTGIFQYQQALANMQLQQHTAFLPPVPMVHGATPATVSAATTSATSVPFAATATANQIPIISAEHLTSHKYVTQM
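TR-FRET between His-tagged MBNL1 and biotin-(CUG)12 RNA, detected with Tb anti-His antibody (0.055 ng/ul) and streptavidin-XL665 (5 nM), 60 min at room temperature. Compounds titrated 92 nM to 58 uM; 665/545 nm ratio normalized to buffer and complex controls.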
KCNH2 3.1 inh: inhibitors of human KCNH2 3.1 potassium channel isoform | activity change, % (tested at about 1.8 µM) | U2OS KCNH2 3.1, thallium flux FluxOr; hits give low values | 0.95% of 340,000 active;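 active means maximum activity change below -70%; inconclusive means maximum activity change from -70% to -50%; inactive means maximum activity change above -50%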;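 further: thallium influx rate constant from kinetic fluorescence after stimulation buffer; on the % scale 0 is the no-effect control and ±100 the full control effect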
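Kinetic fluorescence (2 min after stimulation buffer) measures Tl+ influx through KCNH2 3.1 expressed by viral transduction in U2OS cells; the rate constant is normalized against DMSO controls serving as positive and negative references.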
ELG1 repair inh: inhibitors of ELG1-dependent DNA repair in HEK293T cells. HEK293T ELG1-luciferase reporter, luminescence, 16 h; DNA damage induced by 5-fluorouridine. AID 504467. Potency, µM (top dose mostly 46.1 µM), for inactives: at the top dose activity change, negative = inhibition, usual class: inhibitors. 2.3% of 330,000 active; further: potency means the concentration at half of the fitted maximal effect; on the % scale 0 is the no-effect control and ±100 the full control effect; nearly all actives have a fitted effect of over 55% in size
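Overnight (16 hr) co-exposure of 2,000 cells/well to 5-fluorouridine and compound at 37 °C preceded detection. Luciferase was quantified via ONE-Glo luminescence; loss of signal denotes inhibition.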
Mito fusion yeast: mitochondrial division inhibition or fusion activation. S. cerevisiae fusion-defective mutant growth rescue, CellTiterGlo 48 h. Potency, µM (series often up to 46.1 µM), inactives show at the top dose growth rescue (activation), most hits filed as activators. 0.23% of 320,000 active. AID 485298;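 further: potency means the concentration at half of the fitted maximal effect; % of control where 0% means no effect; nearly all actives have a fitted effect of over 45% in size; temperature-sensitive fusion mutants such as fzo1-1 at 37 °C on non-fermentable ethanol glycerol medium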
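Temperature-sensitive fusion-defective S. cerevisiae (e.g. fzo1-1, mgm1-5) were grown with compound in YPEG medium (3% ethanol, 3% glycerol) for 48 hours at 37C. Growth rescue was measured as viability by CellTiterGlo luminescence after 10 minutes at ambient.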
NPC1 promoter act: activates the NPC1 promoter | Huh7 NPC1 promoter luciferase reporter, 24 h | Potency, µM (top dose mostly 9.22 µM), for the others: at the highest dose activation, most hits filed as activators | 2.4% of 320,000 active | AID 485313;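 further: potency means the concentration at half of the fitted maximal effect; % of control where 0% means no effect; nearly all actives have a fitted effect of over 60% in size; reporter is driven by a mutant NPC1 promoter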
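Cells: Huh7 expressing luciferase under the NPC1 promoter, 1500/well. Seeded 2 h, compound added, incubated 24 h at 37 °C. Luciferase reagent, 10 min ambient, then luminescence.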
Gal4-VP16 FLuc: counter-screen for ROR gamma inhibitors: Gal4-VP16 reporter. Drosophila S2 Gal4-VP16 UAS-luciferase, luminescence, 20 h. Potency, µM (titrated, usually from 53.6 µM), inactives show top-dose activity, negative = inhibition, most hits filed as inhibitors. 3.5% of 310,000 active. AID 2546;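 further: Gal4-VP16 expression switched on by copper sulfate through the metallothionein promoter; potency means the concentration at half of the fitted maximal effect; on the % scale 0 is the no-effect control and ±100 the full control effect; nearly all actives have a fitted effect of over 50% in size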
RORgamma inh: ROR gamma (mouse) transcription inhibition; P51450; Drosophila S2 Gal4-RORgamma UAS-luciferase reporter, 20 h; Potency, µM (titrated, usually from 53.6 µM), for the others: top-dose activity change, negative = inhibition, actives largely listed as inhibitors; 5.4% of 310,000 active; AID 2551; further: potency means the concentration at half of the fitted maximal effect; on the % scale 0 is the no-effect control and ±100 the full control effect; nearly all actives have a fitted effect of over 60% in size
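In this cell-based reporter format, copper sulfate (700 uM final) drives Gal4–ROR gamma fusion expression from a metallothionein promoter in Drosophila Schneider cells; compounds preincubated 1 hr, reporter read after 20 hr at ambient temperature.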
Rab9 prom act: Rab9 promoter activation; Huh7 Rab9 promoter-luciferase reporter, luminescence, 24 h; Potency, µM (top dose mostly 9.22 µM), for inactives: at the highest dose activation, negative = inhibition, most hits filed as activators; 2.8% of 320,000 active; further: potency means the concentration at half of the fitted maximal effect; % of control where 0% means no effect; nearly all actives have a fitted effect of over 60% in size
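Luciferase signal after 10 min detection reagent at ambient indicates Rab9 promoter upregulation; stably transfected Huh7 cells were treated 24 h with compound in DMSO at 37 °C, 5% CO2.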
FLuc counter: inhibits or activates purified firefly luciferase, miR-21 counter-screen; P08659; purified FLuc, Km substrates, luminescence inhibition; Potency, µM (titrated, usually from 57.5 µM), for the others: at the top dose activity change, negative = inhibition, actives largely listed as inhibitors; 6.9% of 360,000 active; AID 588342;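 further: potency means the concentration at half of the fitted maximal effect; plate controls were vehicle for no effect and reference inhibitor for full effect; nearly all actives have a fitted effect of over 55% in size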
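Purified P. pyralis luciferase (10nM final) with 10uM D-luciferin and 10uM ATP (Km levels) in 50mM Tris acetate pH 7.5, 10mM Mg acetate, 0.01% Tween-20, 0.05% BSA; qHTS 6-point titration, ~60 µM downward; luminescence read.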
* = called active by the depositor; ? = inconclusive; . = not tested or not shown; [ ] = another dose, or the depositor's remark. Unless noted, the call rests on the fitted dose curve; in most records, active means well fitted curve in the direction sought with a large enough effect; inconclusive means small, poorly fitted or top-dose-only effect, or another doubt; inactive means no such curve, though single readings can be large; an effect the other way counts as inactive or inconclusive. An excerpt (hit frequency here may not be typical).

structure	PKM2 act	Menin MLL FP TR	MBNL1 CUG block	KCNH2 3.1 inh	ELG1 repair inh	Mito fusion yeast	NPC1 promoter act	Gal4-VP16 FLuc	RORgamma inh	Rab9 prom act	FLuc counter
CSc1n[nH]c(NC(=O)c2c(-c3c(Cl)cccc3Cl)noc2C)n1	4%	.	-6%	0	11%	3%	-6%	-1%	-36%	-6%	0%
CCOC(=O)N1CCN(S(=O)(=O)c2ccc(NC(C)=O)cc2)CC1	0%[11.5 µM]	2%	8%	7	-15%	2%	-1%	6%	20%	3%	-1%
Cc1cccc(Oc2nccc(C(F)(F)F)c2C(=O)Nc2ccc(F)cc2F)c1	4%	.	.	2	3%	-8%	-5%	-1%	-19%	-2%	0%
COCCNC(=O)Cc1cn(C)c2ccccc12	0%	.	-9%	-11	9%	0%	3%	3%	5%	-2%	0%
CC(=O)c1ccc(NCC(=O)N2CCN(c3ccccc3)CC2)cc1	-1%	-4%	19%	-42	2%	-1%	1%	5%	8%	-2%	0%
C=CCNC(=O)C1(c2ccccc2)CC1(Cl)Cl (centres undefined)	1%	14%	.	7	2%	-3%	-4%	-15%	26%[10 µM]	1%	-2%
CCOc1ccc(NC(=O)Nc2cccnc2)cc1	-47%	21%	?	-3	?	-9%	?	-24%	-37%	3.5µM*	7.6µM*
O=C(c1ccc2oc(CCc3ccccc3)nc2c1)N1CC[C@H](O)C1	.	.	-4%	9	?	1%	3.5µM*	12%	2%	1.4µM*	?
O=C(CCC(=O)Nc1ccccc1)N/N=C/C=C/c1ccccc1	6%	-7%	13%	-2	?	-8%	1%	-2%	3%	1%	-14%
Cc1c(NC(=O)c2ccc(=O)oc2)c(=O)n(-c2ccccc2)n1C	-2%	-16%	8%	4	-9%	0%	?	-4%	8%	6%	1%
Cc1nn(-c2ccccc2)c(C)c1CN(C)C(=O)c1ccc(S(=O)(=O)NCc2ccco2)cc1	.	.	.	20	?	0%	0%	.	.	-6%	0%
O=C(CN1C(=O)CCS(=O)(=O)c2ccccc21)Nc1cccc(F)c1	0%	0%	-3%	11	.	5%	.	-3%	12%	.	2%
Cc1cc(Nc2ccccc2C(=O)O)n(-c2cccc(Cl)c2)n1	-1%	.	-15%	-27	-8%	3%	-4%	6%	11%	1%	0%
COc1ccc(-c2ccc(CCC(=O)O)n2-c2ccccc2O)cc1	6%	.	6%	1	-8%	-6%	9%	0%	1%	6%	?
Cc1ccccc1OCC(=O)OCC(=O)c1ccc[nH]1	.	.	.	-8	19%	0%	-8%	.	.	-4%	1%
CCN(CC(=O)NCc1cccs1)C(=O)c1cccc(S(=O)(=O)Nc2ccccc2OC)c1	-2%	.	-1%	-21	5%	-1%	0%	-4%	6%	1%	0%
CC1(CC(=O)N/N=C/c2cc(Br)c(O)cc2O)OCCO1	-1%	-4%	2%	-7	-14%	2%	-3%	-15%	10µM*	1%	-11%
CCN(CC)C(=O)c1cnn(-c2ccccc2)c1NC(=O)c1cccs1	0%	-9%	?	5	-2%	-3%	1%	5%	?	-2%	2%
COc1cc2[nH]c(=O)n(CCCCCC(=O)NCCCN3CCC(C)CC3)c(=O)c2cc1OC	0%	-25%	-6%	3	1%	5%	-7%	-5%	42%	0%	1%
O=C(Nc1cccc(NC(=S)NC(=O)c2cccs2)c1)c1ccccc1	-1%	?	4%	-1	30%	-4%	2%	?	10µM*	-2%	-11%
CCCC(=O)N1CCN(c2ccc(NC(=O)c3ccc4c(c3)OCCO4)cc2)CC1	0%	?	-4%	-21	?	-17%	-6%	6%	10%	-1%	-7%
COc1ccc(NC(=O)NN2CCN(C)CC2)cc1	2%	4%	-1%	1	-3%	-2%	-2%	4%	-2%	9%	1%
COc1ccc(-c2nc(CS(=O)(=O)CC(=O)NCCCN3CCOCC3)c(C)o2)cc1	.	.	-1%	1	9%	-5%	-2%	-3%	-4%	-1%	-3%
COC(=O)c1cc(S(=O)(=O)n2nc(C)c(Br)c2C)c(Cl)cc1Cl	6%	3%	-5%	11	7%	-6%	0%	17%	11%	7%	1%
C=CCN(Cc1cc(OC)ccc1OC)S(=O)(=O)N(C)C	6%	-4%[11.7 µM]	14%	4	0%	1%	-1%	9%	15%	6%	-1%
COc1ccc(-c2nc(-c3ccccc3)ncc2S(C)(=O)=O)cc1	0%	4%	1%	10	5%	-4%	-2%	-8%	9%	-9%	-1%
COC(=O)c1nc[nH]c1C(=O)OC	1%	.	.	4	3%	2%	-3%	2%	6%	-4%	0%
CC1=CC2=NC(=O)/C(=C\c3cccn3CCOc3cccc(C)c3)C(=N)N2O1	-4%	?	4%	-9	23µM*	?	-3%	?	16µM*	-6%	3%
COc1ccc(C(=O)N/C(=C\c2ccc3c(c2)OCO3)C(=O)Nc2cccc(C(=O)O)c2)cc1	0%	2%	6%	-2	-11%	7%	1%	6%	-1%	2%	?
Cc1nc(NC(=O)CN2CCOCC2)sc1C(=O)N(C)C	-2%	12%	-8%	-22	7%	1%	-8%	-2%	-3%	0%	6%

Retrieved by structure from the list above (two):
structure	PKM2 act	Menin MLL FP TR	MBNL1 CUG block	KCNH2 3.1 inh	ELG1 repair inh	Mito fusion yeast	NPC1 promoter act	Gal4-VP16 FLuc	RORgamma inh	Rab9 prom act	FLuc counter
CCN(CC(=O)NCc1cccs1)C(=O)c1cccc(S(=O)(=O)Nc2ccccc2OC)c1	-2%	.	-1%	-21	5%	-1%	0%	-4%	6%	1%	0%
Cc1ccccc1OCC(=O)OCC(=O)c1ccc[nH]1	.	.	.	-8	19%	0%	-8%	.	.	-4%	1%

The listing continues.
structure	PKM2 act	Menin MLL FP TR	MBNL1 CUG block	KCNH2 3.1 inh	ELG1 repair inh	Mito fusion yeast	NPC1 promoter act	Gal4-VP16 FLuc	RORgamma inh	Rab9 prom act	FLuc counter
Cc1nc2ccc(C(=O)OCC(=O)N(C)c3ccccc3)cc2nc1C	.	.	.	-4	4%	-1%	-1%	.	.	-8%	-4%
CCCOc1ccc(/C(O)=C2/C(=O)C(=O)N(CCOC)C2c2cccnc2)cc1 (centres undefined)	-7%	-2%	13%	.	12%	-1%	-1%	-5%	-1%	0%	0%
Cc1ccc2c(c1)C1CN(C)CCC1N2C(=S)Nc1ccc(OC(F)F)cc1 (centres undefined)	1%	11%	-1%	-9	-8%	-4%	1%	-10%	-14%	0%	4%
N#C/C(=C\c1ccc(OC(=O)c2ccc(Cl)s2)cc1)c1nc2ccccc2[nH]1	-1%	-11%	0%	-8	?	-9%	21%	-21%	11%	?	-2%
O=C(CN(Cc1ccco1)C(=O)CNS(=O)(=O)c1ccc(F)cc1)NCCc1ccccc1	-9%	13%	1%	-3	8%	-2%	-2%	17%	24%	-5%	-2%
Cc1ccc(-n2c(C)nnc2SCC(=O)NC2CCCC2)cc1	-1%	-1%	-5%	-4	5%	0%	-3%	.	.	0%	0%
COc1ccc(CN2CCNC(=O)C2CC(=O)NC2CCCCCC2)c(F)c1 (centres undefined)	0%	?	8%	6	8%	-2%	-7%	-13%	17%	1%	1%
Cc1ccccc1NC(=O)CCNS(=O)(=O)c1ccc2[nH]c(=O)oc2c1	.	.	-8%	-16	13%	-1%	-5%	-1%	-15%	-5%	1%
O=C(O)CC(SCC(=O)Nc1ccc(S(=O)(=O)N2CCCC2)cc1)C(=O)O (centres undefined)	5%	-14%	-5%	-38	-5%	-7%	-4%	-4%	-15%	3%	-3%
O=C(Cc1ccccc1F)Nc1nc(-c2ccc(F)c(F)c2)cs1	6%	88%[activator]	-6%	-6	-4%	12%	4%	-7%	?	?	13µM*
COc1cc(C(=O)OC(C)C(=O)NC2CCCCC2C)c([N+](=O)[O-])cc1OC (centres undefined)	.	.	.	7	7%	8%	1%	.	.	-3%	3%

Source: PubChem BioAssay (National Center for Advancing Translational Sciences (NCATS))
